Bioassay records from PubChem.
GLP1R cytotox – qHTS of GLP-1 Receptor Inverse Agonists: Cytotox Screen. HEK293 cAMP-luciferase reporter cells, luminescence, 24 h. Potency, µM (series often up to 38.3 µM), for inactives: at the highest dose activity change, negative = inhibition, usual class: inhibitors. 410,000 compounds, 0.13% hits. AID 624418, 2012;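 further: loss of luciferase light is scored as toxicity; potency means the concentration at half of the fitted maximal effect; on the % scale 0 is the no-effect control and ±100 the full control effect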
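Cells in DMEM/10% Nu serum/1% pen-strep, 1536-well format. Pre-incubated 12 h, dosed with 23 nL compound, incubated a further 24 h. Luciferase detection, 12 min at room temp, luminescence.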
aSyn yeast inh – qHTS of alpha-syn Inhibitors. Yeast expressing alpha-synuclein, growth rescue, BacTiter-Glo, 24 h. Potency, µM (doses to about 46.1 µM), for inactives: at the top dose growth rescue (activation), usual class: activators. 370,000 compounds, 0.14% hits. AID 652106, 2013; further: potency means the concentration at half of the fitted maximal effect; % of control where 0% means no effect; nearly all actives have a fitted effect of over 65% in size
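Rescue of yeast growth: cells expressing toxic alpha-synuclein, induced in galactose at OD600 0.02, incubated with compound 24 h at 30 C. ATP luminescence quantified growth; inhibitors of toxicity appear as activators.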
Abeta rescue – qHTS for compounds that reverse cellular toxicity of Amyloid beta (A-beta) peptide in yeast: Primary Screen. yeast expressing A-beta42, growth rescue, OD600, 48 h; response scale: 0% DMSO, 100% iron-clioquinol control. Potency, µM (titrated, usually from 46.1 µM), without a hit: top-dose growth rescue, usual class: activators. 410,000 compounds, 0.063% hits; further: potency means the concentration at half of the fitted maximal effect; nearly all actives have a fitted effect of over 55% in size
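Yeast A-beta toxicity model in growth medium with pinned compounds, 48 h at 30 C; growth read as absorbance at 600 nm. Normalized to FeCl3/clioquinol equimolar mix (positive) and DMSO (negative).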
PTHR1 ag – qHTS for PTHR1 Agonists: Primary Screen; Parathyroid hormone/parathyroid hormone-related peptide receptor (Homo sapiens), Q03431; HEK293 GP2 PTHR1 cells, GloSensor cAMP luminescence, 1 h; Potency, µM (titrated, usually from 115 µM), inactives show top-dose activation, usual class: activators; 410,000 compounds, 0.075% hits; further: potency means the concentration at half of the fitted maximal effect; nearly all actives have a fitted effect of over 55% in size; some results filed as inactive show a strong effect at the top dose; inactives centre near -15; many of its hits are not listed in these tables
Target sequence (Q03431 whole entry, looked up): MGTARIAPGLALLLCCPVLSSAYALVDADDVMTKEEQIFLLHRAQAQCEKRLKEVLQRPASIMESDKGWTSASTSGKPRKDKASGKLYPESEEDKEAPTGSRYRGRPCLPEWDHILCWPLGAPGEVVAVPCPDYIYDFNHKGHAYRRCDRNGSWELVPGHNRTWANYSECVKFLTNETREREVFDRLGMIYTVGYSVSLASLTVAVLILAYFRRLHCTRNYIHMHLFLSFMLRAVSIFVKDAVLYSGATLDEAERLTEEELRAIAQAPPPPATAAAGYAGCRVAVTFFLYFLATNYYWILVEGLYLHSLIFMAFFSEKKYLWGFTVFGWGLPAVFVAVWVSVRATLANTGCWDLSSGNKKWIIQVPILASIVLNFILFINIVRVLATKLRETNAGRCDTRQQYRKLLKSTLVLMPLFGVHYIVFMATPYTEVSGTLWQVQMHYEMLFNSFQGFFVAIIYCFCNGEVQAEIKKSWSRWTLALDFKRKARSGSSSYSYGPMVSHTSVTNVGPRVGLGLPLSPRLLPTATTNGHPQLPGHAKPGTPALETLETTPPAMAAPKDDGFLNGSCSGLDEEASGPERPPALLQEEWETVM
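HEK-293-derived GP2 cells expressing PTHR1 and a GloSensor cAMP reporter, 3,000/well, plated overnight, given luciferin plus IBMX (each 0.5 mM as added) for 1 h at 37 °C, then compound for 1 h at 37 °C. Luminescence was read after 15 min at room temperature.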
FUS suppressor – qHTS for Suppressors of FUS Proteinopathy: Primary screen using FUS-linked yeast assay; S. cerevisiae FUS-expressing, growth rescue, OD600, 24 h; Potency, µM (titrated, usually from 76.6 µM), without a hit: at the highest dose growth rescue (activation), actives largely listed as activators; 390,000 compounds, 0.24% hits; AID 1347120, 2019;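 further: potency means the concentration at half of the fitted maximal effect; plate controls were DMSO vehicle for no effect and reference control for full effect; nearly all actives have a fitted effect of over 55% in size; some results filed as inactive show a strong effect at the top dose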
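Quantitative HTS measuring growth restoration of FUS-toxic yeast. Galactose-induced cells (OD 0.005) were exposed 24hr at 30C to compounds at several concentrations, then absorbance at 600 nm was recorded.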
TDP43 rescue – qHTS of TDP-43 Inhibitors | TDP-43 expressing yeast growth rescue, BacTiter-Glo, 24 h | Potency, µM (highest dose often 46.1 µM), for the others: at the top dose growth rescue (activation), most hits filed as activators | 410,000 compounds, 1.8% hits | AID 652104, 2013; further: potency means the concentration at half of the fitted maximal effect; % of control where 0% means no effect; nearly all actives have a fitted effect of over 50% in size
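Readout is BacTiter-Glo luminescence of cell growth, so inhibitors register as activators. TDP-43-expressing yeast at OD600=0.02 in galactose medium, after raffinose pregrowth to mid-log, were incubated with compound for 24 hr at 30 deg C.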
GLP1R inv ag – qHTS of GLP-1 Receptor Inverse Agonists (Inhibition Mode) | Potency, µM (titrated, usually from 38.3 µM), inactives show at the highest dose activity change, negative = inhibition, actives largely listed as inhibitors | 410,000 compounds, 1.6% hits | HEK293 GLP-1R CRE-luciferase, luminescence, 24 h; GLP-1R form is constitutively active | AID 624417, 2012; further: potency means the concentration at half of the fitted maximal effect; on the % scale 0 is the no-effect control and ±100 the full control effect; nearly all actives have a fitted effect of over 55% in size
Target sequence (P43220 whole entry, looked up): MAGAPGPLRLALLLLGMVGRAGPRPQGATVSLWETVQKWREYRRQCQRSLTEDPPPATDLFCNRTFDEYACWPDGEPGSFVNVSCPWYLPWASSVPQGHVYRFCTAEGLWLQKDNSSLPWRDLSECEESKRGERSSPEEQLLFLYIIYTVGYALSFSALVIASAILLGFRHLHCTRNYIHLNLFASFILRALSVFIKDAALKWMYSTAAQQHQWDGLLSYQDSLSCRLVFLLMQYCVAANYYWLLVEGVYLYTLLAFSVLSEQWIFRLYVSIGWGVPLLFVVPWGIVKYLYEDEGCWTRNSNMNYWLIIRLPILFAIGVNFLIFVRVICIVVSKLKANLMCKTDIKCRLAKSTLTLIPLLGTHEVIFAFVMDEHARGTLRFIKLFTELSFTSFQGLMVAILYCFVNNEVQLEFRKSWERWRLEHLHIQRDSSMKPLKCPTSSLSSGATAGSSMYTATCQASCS
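HEK293 cells stably co-expressing constitutively active GLP-1R and a cAMP-responsive luciferase reporter were seeded in DMEM with 10% Nu serum, given compounds after 12 h, and incubated 24 h at 37 deg C. Luminescence was then read.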
pAkt inh – HTS Assay for Inhibitors of Akt Phophorylation: Primary Screen | Neuro2A IGF-stimulated pAkt S473 HTRF, 20 min; stronger effect = lower value | activity change, % for hits at 50 µM | 360,000 compounds, 0.32% hits; in the data active means activity change below about -80%; inconclusive means mostly about -51% to -80%; further: on the % scale 0 is the no-effect control and ±100 the full control effect
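Neuro2A cells (4,500/well, DMEM with 0.5% FBS) were treated with compound at a single 50 µM final concentration, stimulated with 6 nM IGF for 20 min at 37 °C, and lysed. Phospho-Akt Ser473 was read by HTRF as 665/615 ratio ×10^4.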
Mm-Cpn inhibitor – Inhibitors of TCP-1 ring complex (TRiC) of Methanococcus maripaludis (MmCpn): qHTS. Chaperonin Mm-Cpn (Methanococcus maripaludis). purified Mm-Cpn ATPase, ADP Transcreener TR-FRET. Potency, µM (highest dose often 76.9 µM), inactives show at the top dose activity, negative = inhibition, most hits filed as inhibitors. 330,000 compounds, 0.031% hits; further: potency means the concentration at half of the fitted maximal effect; on the % scale 0 is the no-effect control and ±100 the full control effect; nearly all actives have a fitted effect of over 80% in size
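Inhibition of chaperonin ATP hydrolysis is measured as reduced ADP production, detected by competitive TR-FRET in which signal falls with ADP. Final enzyme 25 nM and ATP 10 uM, reacted 30 min at 37°C.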
Numbers without * were called inactive; i = inactive; ? = inconclusive; nt = not tested or not shown; [ ] = remark or other dose. Unless noted, the call rests on the fitted dose curve; in most records, active means well fitted curve in the direction sought with a large enough effect; inconclusive means small, poorly fitted or top-dose-only effect, or another doubt; inactive means no such curve, though single readings can be large; an effect the other way counts as inactive or inconclusive. Not all compounds are listed; rates above refer to the full screens.

Structure,GLP1R cytotox,aSyn yeast inh,Abeta rescue,PTHR1 ag,FUS suppressor,TDP43 rescue,GLP1R inv ag,pAkt inh,Mm-Cpn inhibitor
NNC(=S)NCc1ccco1,-85.8%,-1.2%,11.0%,i,25.6%,-4.1%,?,i,0.1%
CN(C)c1ccc(-c2csc(C(O)c3ccccc3)n2)cc1 (stereo not given),2.1%,14.2%,3.6%,-55.3%[inhibitor],6.1%,23.8%,-5.7%,i,nt
O=C(CN1C(=O)C(=O)N(Cc2ccco2)C1=O)c1c[nH]c2ccccc12,11.5%,-4.7%,15.1%,-12.3%,13.2%,-15.2%,9.3%,i,-4.6%
Cc1ccc(C(=O)N/C(=C/c2ccc(F)cc2)C(=O)NCc2ccncc2)cc1,-5.6%,6.2%,7.7%,-18.8%,-15.6%,5.3%,5.7%,i,-2.0%
O=C1CC(C(=O)N2CCN(c3ccccc3Cl)CC2)CN1Cc1ccccc1 (stereo not given),0.4%,1.4%,-3.4%,-0.4%,-4.3%,26.2%,2.0%,i,-0.7%
O=C(CCN1C(=O)c2cccc([N+](=O)[O-])c2C1=O)Nc1nccs1,-3.1%,-0.8%,6.0%,i,13.6%,14.4%,-21.6%,i,-0.1%
Cc1cccc(NS(=O)(=O)c2ccc(C)c(C(=O)NNC(=O)c3csc(N4CCOCC4)n3)c2)c1,-12.8%,?,3.1%,-14.3%,?,2.0%,-6.0%,i,nt
Cc1nn(Cc2cccc(C(=O)NN)c2)c(C)c1Cl,-3.9%,-0.8%,2.4%,-24.4%,18.6%,11.5%,?,i,-5.2%
O=C(CC1Nc2ccccc2NC1=O)NCCCN1CCCCCC1 (stereo not given),5.2%,-1.3%,-1.8%,i,nt,3.9%,5.4%,i,0.4%
COc1ccc(NC(=O)N2CCN3CCCCC3C2)cc1OC (stereo not given),-4.6%,nt,-20.9%,-16.4%,-4.8%,-1.3%,16.5%,nt,nt
COc1ccc(N2C(=O)C(CC(N)=O)N(NC(=O)CCc3ccccc3)C2=O)cc1 (stereo not given),-4.5%,-6.3%,-17.4%,i,2.3%,-12.0%,10.6%,i,-2.2%
CN(CC(=O)Nc1cc(S(=O)(=O)N2CCOCC2)ccc1Cl)C1CCS(=O)(=O)C1 (stereo not given),2.5%,3.8%,-10.2%,?,6.8%,-30.0%,15.5%,i,-0.3%
Cc1ccc(-c2csc(NC(=O)c3ccno3)n2)cc1,-5.2%,-8.4%,-27.8%,-40.8%,68.4%,21.4%,21.2%,i,-2.7%
Cc1ccc(/C=C/C(=O)NC2CCS(=O)(=O)C2)cc1 (stereo not given),9.8%,1.3%,2.4%,-21.1%,-40.7%,22.5%,1.4%,i,0.9%
CCOc1ccc(N(C)C(=O)CCc2nnc3ccc(NCc4ccco4)nn23)cc1,-4.5%,-0.3%,5.1%,i,2.9%,-6.0%,13.9%,i,2.6%

Compound profiles, as listed above.
CN(C)c1ccc(-c2csc(C(O)c3ccccc3)n2)cc1 (stereo not given) is listed with GLP1R cytotox = 2.1%; aSyn yeast inh = 14.2%; Abeta rescue = 3.6%; PTHR1 ag = -55.3%[inhibitor]; FUS suppressor = 6.1%; TDP43 rescue = 23.8%; GLP1R inv ag = -5.7%; pAkt inh = i; Mm-Cpn inhibitor = nt
Cc1nn(Cc2cccc(C(=O)NN)c2)c(C)c1Cl is listed with GLP1R cytotox = -3.9%; aSyn yeast inh = -0.8%; Abeta rescue = 2.4%; PTHR1 ag = -24.4%; FUS suppressor = 18.6%; TDP43 rescue = 11.5%; GLP1R inv ag = ?; pAkt inh = i; Mm-Cpn inhibitor = -5.2%

Remaining list, next part.
Structure,GLP1R cytotox,aSyn yeast inh,Abeta rescue,PTHR1 ag,FUS suppressor,TDP43 rescue,GLP1R inv ag,pAkt inh,Mm-Cpn inhibitor
C/C(=N\NC(N)=O)c1ccccc1Cl,-3.6%,-2.6%,-9.7%,-9.9%,-0.9%,-24.8%[1.82 µM],4.8%,i,1.5%
Cc1c(C(=O)Nc2ccc(Cl)cc2)c2ccccn2c1C(=O)c1ccc([N+](=O)[O-])cc1,-5.3%,1.9%,9.6%,-44.1%[inhibitor][57.5 µM],?,11.4%,-4.2%,i,-0.2%
CCOC(=O)c1cn(-c2ccccc2)nc1-c1cccnc1,-13.4%,17.8%,-12.9%,-4.8%,10.3%,12.2%,37.3%[activator],i,1.4%
COc1ccc(CCNC(=O)Cn2c(=O)n(-c3ccc(F)cc3F)c(=O)c3sccc32)cc1OC,-18.1%,-1.2%,-2.3%,-9.9%,2.7%,3.8%,19.9%,i,1.8%
CCc1ccccc1NC(=O)CNC(=O)CCc1nc2sc3c(c2c(=O)[nH]1)CCCC3,6.0%,-0.1%,-4.0%,2.0%,35.9%,-17.1%,10.6%,i,-1.0%
Cc1ccc(C2=NC3(CCCC3)N=C2SCC(=O)Nc2ccc3c(c2)OCCO3)cc1,-7.2%,1.9%,-11.3%,-90.8%[inhibitor],21.6%,2.1%,?,i,1.2%
NCCCC[C@@H]1NC(=O)c2cc([N+](=O)[O-])cc(F)c2NCCCC[C@@H](C(N)=O)NC(=O)CNC1=O,-10.5%,-4.6%,-5.1%,-20.7%,-20.9%,4.8%,4.1%,i,-1.3%
CC1=C(C#N)C(=O)NC1(C)O (stereo not given),3.8%,-6.7%,-0.5%,-20.6%,3.3%,22.3%,6.2%,i,nt
COc1ccc(NC(=O)Cn2nc(-c3ccncc3)ccc2=O)cc1Cl,-10.1%,nt,-9.2%,i,5.8%,14.3%,19.3%,nt,nt
CCCN1C(=O)SC(CC(=O)Nc2ccc(C)cc2)C1=O (stereo not given),?,-3.1%,-12.2%,-2.5%[57.5 µM],3.3%,-13.2%,37.5%[activator],i,0.2%
O=C(NCc1ccco1)c1cccc(Br)c1,-13.9%,17.6%,0.8%,i,-10.9%,-2.0%,1.8%,i,-0.8%
CC1(C(=O)NS(=O)(=O)c2ccc(Cl)cc2)CCN1C(=O)c1ccco1 (stereo not given),9.8%,1.2%,-19.7%,i,-9.1%,5.0%,16.9%,i,nt
COc1ccc(Cl)cc1C(=O)Nn1cnnc1,-0.1%,0.1%,3.1%,i,-15.9%,23.6%,21.1%,i,1.8%
O=C1CC(Cc2ccc(Cl)cc2)C(=O)N1c1ccccn1 (stereo not given),14.4%,-3.2%,5.9%,-14.5%,12.3%,-18.8%,-7.3%,i,-1.2%
COc1cccc(CNC(=O)C(=O)NCCC2CCCCN2S(=O)(=O)c2ccc(C)cc2)c1 (stereo not given),-13.4%,-5.6%,-7.7%,-40.7%,31.4%,?,?,i,-1.0%
Cc1ccc(S(=O)(=O)N2CCN(C(=O)COC(=O)c3nc(Cl)ccc3Cl)CC2)c(C)c1,-0.6%,16.1%,8.7%,-24.2%,38.1%,28.4%,-18.8%,i,nt
O=C(NCc1ccc(Cl)cc1)C1CCCN(c2nc3ccccc3n3cccc23)C1 (stereo not given),0.6%,nt,-30.7%,-1.4%,42.1%,0.4%,16.8%,nt,nt
O=C(CCNC(=O)c1ccc(Cl)cc1)Nc1nc2ccccc2[nH]1,-4.7%,-4.5%,4.6%,i,-5.2%,17.1%,4.6%,i,-3.9%
Cc1ccc(/C=C(\C#N)C(=O)Nc2cccc(Cl)c2)o1,2.8%,nt,-5.0%,i,-0.1%,19.3%,19.6%,nt,nt
CCC(CC)C(=O)Nc1ccc([N+](=O)[O-])cn1,2.5%,-2.1%,10.5%,-3.1%,-4.7%,3.7%,-8.6%,i,-29.2%
COC(=O)N/N=C/c1ccc(-c2ccccc2Cl)o1,5.2%,4.6%,14.0%,-9.2%,3.9%,20µM*,-10.6%,i,1.0%
COc1cc(C2SCC(=O)N2CCc2ccc(OC)c(OC)c2)ccc1O (stereo not given),-1.0%,1.8%,-12.3%,-1.2%,-6.4%,-14.9%,19.3%,i,0.8%
O=C(CSc1nc(-c2ccco2)cc(C(F)(F)F)n1)N1CCSCC1,-6.3%,4.4%,-20.6%,-5.5%[57.5 µM],67.6%,-11.3%,?,nt,-0.4%
COc1cc(C)nc(N2CCCC(C(=O)Nc3cccc(Cl)c3Cl)C2)n1 (stereo not given),-9.3%,4.6%,-15.5%,-3.0%[57.5 µM],-8.5%,-7.4%,-16.7%,i,0.0%
COc1ccc(-c2nnc(SCC(=O)Nc3cccnc3Cl)n2C)cc1,-2.0%,6.1%,-2.3%,-8.6%,9.2%,-0.4%,0.0%,i,-1.3%
CC1=C(C(=O)OCc2ccccc2)C(c2ccccc2[N+](=O)[O-])NC(=O)N1C (stereo not given),8.0%,11.1%,-8.5%,-10.5%,12.9%,7.6%,-10.0%,i,1.5%
CCn1c(CNC(=O)c2cccs2)n[nH]c1=S,18.4%,3.7%,-6.8%,i,nt,-1.0%,9.1%,i,-1.8%
CCc1noc(C)c1C(=O)Nc1ccc(Cl)c(S(=O)(=O)N2CCCCC2)c1,9.2%,1.7%,4.2%,-37.6%[inhibitor],19.7%,12.2%,?,i,2.7%
Cc1nnc(NC(=O)CCn2c(=O)oc3ccc(Cl)cc32)s1,2.1%,-0.8%,-5.5%,i,-22.4%,21.9%,11.8%,i,-1.7%
